# PAD4 FP inh = human PAD4 inhibitors, primary screen, biochemical, fluorescence polarization, 1536-well format. inhibition, % at 6.36 µM. recombinant PAD4, RCA probe fluorescence polarization. 330,000 tested, 0.41% active. Protein-arginine deiminase type-4 (Homo sapiens), Q9UM07;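 active = percent inhibition above a cutoff equal to the mean of all tested compounds plus 3 SD, cut at about 15% in these data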;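 note: 0% = PAD4 with RCA probe and DMSO and 100% = probe without PAD4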
# Target sequence (Q9UM07 whole entry, looked up): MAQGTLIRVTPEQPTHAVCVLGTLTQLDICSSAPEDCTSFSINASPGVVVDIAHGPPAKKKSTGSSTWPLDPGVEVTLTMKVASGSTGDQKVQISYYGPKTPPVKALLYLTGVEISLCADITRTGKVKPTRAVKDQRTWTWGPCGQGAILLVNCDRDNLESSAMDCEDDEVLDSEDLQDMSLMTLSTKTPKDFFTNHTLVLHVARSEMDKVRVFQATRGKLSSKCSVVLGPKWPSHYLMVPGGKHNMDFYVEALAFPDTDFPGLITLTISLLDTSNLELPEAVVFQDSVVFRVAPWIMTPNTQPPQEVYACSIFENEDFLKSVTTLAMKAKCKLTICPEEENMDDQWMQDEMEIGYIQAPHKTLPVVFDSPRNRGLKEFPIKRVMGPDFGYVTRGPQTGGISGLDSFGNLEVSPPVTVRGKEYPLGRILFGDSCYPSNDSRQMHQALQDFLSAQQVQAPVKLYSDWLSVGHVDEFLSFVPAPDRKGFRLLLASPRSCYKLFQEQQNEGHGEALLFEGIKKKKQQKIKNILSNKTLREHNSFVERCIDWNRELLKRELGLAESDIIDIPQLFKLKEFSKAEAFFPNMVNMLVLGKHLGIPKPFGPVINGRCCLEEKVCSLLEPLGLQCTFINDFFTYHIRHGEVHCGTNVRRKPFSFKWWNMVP
# LYPLA1 inh = LYPLA1 inhibitors, primary screen, counter-screen for PME1 inhibitor project, biochemical, fluorescence polarization, FP-Rh probe ABPP; Acyl-protein thioesterase 1 (Homo sapiens), O75608; recombinant LYPLA1; inhibition, % at 5.9 µM; 320,000 tested, 0.16% active; AID 2174, 2009;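 active = inhibition above the mean of all tested compounds plus 3 SD, set per campaign, cut at about 14% in these data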;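 note: inhibitors block serine hydrolase probe labeling of LYPLA1 so polarization falls; 0% = enzyme with DMSO and 100% = wells lacking LYPLA1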
# PAFAH1B3 FP inh = PAFAH1B3 enzyme inhibitors, primary screen, biochemical, fluorescence polarization, human; recombinant PAFAH1B3, FP-rhodamine probe; inhibition, % at 3.39 µM; 340,000 tested, 0.28% active; AID 492972, 2010;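 active = inhibition above the screen-wide average of all tested compounds plus 3 SD, cut at about 25% in these data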;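 note: 0% = enzyme with DMSO only and 100% = wells lacking PAFAH1B3 protein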
# PAFAH1B2 FP inh = PAFAH1B2 enzyme inhibitors, primary screen, biochemical, fluorescence polarization, human. Platelet-activating factor acetylhydrolase IB subunit alpha2 (Homo sapiens), P68402. recombinant PAFAH1B2, FP-rhodamine activity probe. 340,000 tested, 1.2% active. inhibition, % at 3.39 µM;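 active = inhibition above the mean of all tested compounds plus 3 SD, cut at about 24% in these data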;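 note: 0% = enzyme with DMSO and 100% = wells lacking PAFAH1B2; many of its hits are not listed in these tables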
# LYPLA2 inh = LYPLA2 inhibitors, primary screen, counter-screen for PME1 inhibitor project, biochemical, fluorescence polarization, FP-Rh probe ABPP. Acyl-protein thioesterase 2 (Homo sapiens), O95372. recombinant LYPLA2. inhibition, % at 5.9 µM. 320,000 tested, 0.38% active. AID 2177, 2009;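 active = inhibition above the screen-wide mean plus 3 SD, limit set per campaign, cut at about 26% in these data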;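 note: 0% = LYPLA2 with DMSO and 100% = wells lacking LYPLA2 enzyme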
# Target sequence (O95372 whole entry, looked up): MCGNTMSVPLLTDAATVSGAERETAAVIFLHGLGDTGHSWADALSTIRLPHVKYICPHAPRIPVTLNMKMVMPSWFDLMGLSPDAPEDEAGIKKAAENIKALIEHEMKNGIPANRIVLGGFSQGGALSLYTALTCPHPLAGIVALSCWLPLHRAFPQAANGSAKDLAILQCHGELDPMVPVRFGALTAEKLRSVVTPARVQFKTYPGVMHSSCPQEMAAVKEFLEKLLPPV
# pPAFAH inh = pPAFAH enzyme inhibitors, primary screen, biochemical, fluorescence polarization, human | Platelet-activating factor acetylhydrolase (Homo sapiens), Q13093 | inhibition, % at 3.39 µM | 330,000 tested, 1.5% active | recombinant pPAFAH, FP-rhodamine probe fluorescence polarization;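 active = inhibition above the mean inhibition across the screen plus 3 SD, cut at about 25% in these data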;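 note: inhibitors block binding of the rhodamine activity-based probe so polarization drops; 0% = enzyme with DMSO and 100% = wells lacking pPAFAH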
# PREPL inh = PREPL enzyme inhibitors, primary screen, biochemical, fluorescence polarization; Prolyl endopeptidase-like (Homo sapiens), Q4J6C6; recombinant PREPL, fluorescence polarization activity-based probe; inhibition, % at 5.96 µM; 320,000 tested, 0.68% active; AID 2751, 2010; in the data active = inhibition above about 43%;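 note: 0% = enzyme with DMSO and 100% = wells lacking enzyme; many of its hits are not listed in these tables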
# GSTO1 inh = inhibitors of recombinant GSTO1, primary screen, counter-screen for RBBP9 inhibitor project, biochemical, fluorescence polarization; 300,000 tested, 1.1% active; activity-based probe fluorescence polarization; inhibition, % at 5.96 µM; AID 1974, 2009; Glutathione S-transferase omega-1 (Homo sapiens), P78417;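 active = inhibition above the campaign mean inhibition plus 3 SD, cut at about 35% in these data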;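 note: 0% = GSTO1-1 with DMSO and 100% = wells lacking GSTO1-1 enzyme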
# PAFAH2 inh = PAFAH2 enzyme inhibitors, primary screen, biochemical, fluorescence polarization, human; inhibition, % at 3.39 µM; AID 492956, 2010; 340,000 tested, 0.99% active; recombinant PAFAH2, FP-rhodamine activity probe; Platelet-activating factor acetylhydrolase 2, cytoplasmic (Homo sapiens), Q99487;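 active = inhibition above the mean over all tested compounds plus 3 SD, cut at about 30% in these data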;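 note: inhibitors block probe labeling of enzyme so polarization drops; 0% = enzyme with DMSO and 100% = wells lacking PAFAH2 protein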
# The depositor's hits bear a star; x = no result given; & = joins results of further samples. A portion of the library; rates above refer to the full screens.
# The first 6 compounds (preview)
SMILES,PAD4 FP inh,LYPLA1 inh,PAFAH1B3 FP inh,PAFAH1B2 FP inh,LYPLA2 inh,pPAFAH inh,PREPL inh,GSTO1 inh,PAFAH2 inh
CC1(C)Oc2nc3ccccc3n2/C1=C\C#N,-4,3,-9,4,6,2,14,4,3
O=S(=O)(c1cc(Cl)cc(Cl)c1)N1CCCC1c1nc2ccccc2s1 (stereo unspecified),-4,1,3,-3,7,2,-3,-8,5
CN1CCN(C(=O)c2c(O)c3cccc4c3n(c2=O)CC4)CC1,-1,-3,4,0,1,2,-10,14,-3
CCCn1c(C)cc(=O)c2cc(NC(=O)c3ccccn3)ccc21,-2,-3,5,3,-2,0,7,-6,7
COC(=O)[C@@H]1C[C@@H]2CC[C@@H](O)C[C@@H]2N1Cc1ccc(OC)cc1,-7,2,-2,1,4,-2,-1,8,1
O=C(Cn1nc(C(F)(F)F)c2c1CCC2)N1CCN(c2ccccc2)CC1,0,2,2,5,0,2,5,-1,-2

# All compounds of this part, previewed entries included:
SMILES,PAD4 FP inh,LYPLA1 inh,PAFAH1B3 FP inh,PAFAH1B2 FP inh,LYPLA2 inh,pPAFAH inh,PREPL inh,GSTO1 inh,PAFAH2 inh
CC1(C)Oc2nc3ccccc3n2/C1=C\C#N,-4,3,-9,4,6,2,14,4,3
O=S(=O)(c1cc(Cl)cc(Cl)c1)N1CCCC1c1nc2ccccc2s1 (stereo unspecified),-4,1,3,-3,7,2,-3,-8,5
CN1CCN(C(=O)c2c(O)c3cccc4c3n(c2=O)CC4)CC1,-1,-3,4,0,1,2,-10,14,-3
CCCn1c(C)cc(=O)c2cc(NC(=O)c3ccccn3)ccc21,-2,-3,5,3,-2,0,7,-6,7
COC(=O)[C@@H]1C[C@@H]2CC[C@@H](O)C[C@@H]2N1Cc1ccc(OC)cc1,-7,2,-2,1,4,-2,-1,8,1
O=C(Cn1nc(C(F)(F)F)c2c1CCC2)N1CCN(c2ccccc2)CC1,0,2,2,5,0,2,5,-1,-2
CCOc1cc(NC(=O)Nc2ccc(F)cc2)c(OCC)cc1NC(=O)CC,1,-9,4,8,-1,0,-2,2,5
C=CCc1ccccc1OCC(=O)OCCNC(=O)c1cccnc1,3,0,5,3,2,1,-2,4,-1
CSCSC1=C(C#N)C(c2ccccc2Cl)C(C(C)=O)=C(C)N1 (stereo unspecified),-5,-2,6,3,-1,2,9,4,6
CN(C)/C=C(/C(=O)c1ccc(Cl)c(Cl)c1)c1nnnn1-c1ccccc1,1,0,5,2,-8,0,1,-8,3
CC(=O)Nc1ccc(C(=O)NC(CC(=O)O)c2ccc(Cl)cc2)cc1 (stereo unspecified),0,0,14,3,5,-4,13,-4,2
COc1ccccc1NC(C)=O,5,-3,2,6,-7,-4,3,7,2
CCOc1ncccc1C(=O)NCc1ccccc1F,3,2,4,1,5,5,4,1,4
O=C(O)/C=C/C(=O)Nc1ccc(F)cc1F,-1,5,9,3,9,3,-3,0,1
Cc1snc(SCC(=O)c2ccc(F)cc2)c1C#N,2,3,-3,1,11,0,14,4,1
O=C(CNC(=O)C12CC3CC(CC(C3)C1)C2)N1CCN(S(=O)(=O)/C=C/c2ccccc2)CC1,-5,-3,7,8,0,3,19,6,35*
CCC(C)(C(=O)NC1CCCC1)N(C)C(=O)Cc1c[nH]c2ccccc12 (stereo unspecified),7,1,6,5,-4,5,-9,0,5
N#C/C(C(=O)NCc1ccco1)=C1/SC(Cc2ccc(F)cc2)C(=O)N1c1ccccc1 (stereo unspecified),3,4,6,6,7,2,9,5,4
Cc1cccc(C(=O)Nc2ccc(N3CCN(C(=O)c4ccco4)CC3)cc2)c1,-5,4,6,8,4,11,2,3,2
O=C(O)c1cccc(N2C(=O)CSC2c2c(F)cccc2Cl)c1 (stereo unspecified),-10,1,5,19,12,1,3,1,-4
CN(C)Cc1c(O)ccc2cc(-c3nc4ccccc4n3C)c(=O)oc12,1,-5,8,4,-3,5,18,12,0
O=c1oc2cc(O)ccc2s1,-3,1,3,5,-1,1,-4,53*,-3
CCOC(=O)c1c(NC(=O)c2cnn3c2NC(c2cccc(OC)c2)CC3C(F)(F)F)sc2c1CCCC2 (stereo unspecified),1,1,-1,1,2,-3,-8,4,14
CC1(C(=O)CSc2nc3ccccc3[nH]2)CCC(=O)O1 (stereo unspecified),-2,0,-7,4,-5,4,0,3,13
COc1ccc(CN=Cc2c(C(=O)O)[nH]c3ccccc23)cc1,-2,0,9,-2,3,3,-1,3,-2
# (listing goes on)
SMILES,PAD4 FP inh,LYPLA1 inh,PAFAH1B3 FP inh,PAFAH1B2 FP inh,LYPLA2 inh,pPAFAH inh,PREPL inh,GSTO1 inh,PAFAH2 inh
COC(=O)N/C(C)=C1/NC(=O)c2ccccc2C(c2ccccc2)N1 (stereo unspecified),-2,5,6,1,8,4,8,-6,2
CN(C)C(=O)c1nc2ccc(Cl)cn2c1CN1CCN(c2ncccn2)CC1,-3,-4,4,3,2,-1,7,10,6
CCCC/C=C/C(NC(=O)c1ccc(C(=O)OC)cc1)c1ccccc1 (stereo unspecified),-5,-6,9,5,-7,-5,-1,4,-3
COc1ccc(NC(=O)CSc2nnc(C3CC3)n2C)cc1,-4,1,9,5,-4,7,12,8,6
CCn1c(CNC(=O)c2ccccc2Br)nnc1SCC(=O)Nc1nncs1,-7,5,7,-6,3,-2,6,6,3
CNC(=O)c1cccn1-c1ccsc1C(=O)OC,2,-3,6,-1,-3,1,-1,5,3
CCOC(=O)Cn1ccc(NC(=O)c2ccc(F)cc2)n1,-1,5,3,2,5,-1,-6,-8,-5
Cc1cc2c(cc1S(=O)(=O)N(C)Cc1ccccc1)n(C)c(=O)c(=O)n2C,0,3,5,4,6,3,16,2,-2
CCCn1cc(SCC(N)=O)c2ccccc21,-5,0,-3,4,5,-1,-2,7,-8
O=C(COC(=O)CNC(=O)c1ccc(-c2ccccc2)cc1)NCc1ccco1,1,-5,-5,1,-6,17,-5,6,4
Cc1ccc(NC(=O)O/N=C/c2c(C)nn(C(C)(C)C)c2C)cc1Cl,1,-9,4,5,-12,1,18,-1,4
CCOc1cc(C2C3=C(CCCC3=O)OC3=C2C(=O)CCC3)cc([N+](=O)[O-])c1O,-3,3,14,2,3,6,17,10,1
O=C(Cn1cnc2c(oc3ccccc32)c1=O)NCc1ccco1,4,-1,3,-4,3,-4,-2,7,-1
CCOc1ccc(C(=O)Nc2ccccc2N2CCCC2)cc1,1,-3,1,3,1,4,8,1,9
CN1C(C(=O)Nc2ccccn2)=C(O)c2ccccc2S1(=O)=O,-4&-2,-4&-4,10,-2,-2&-2,4&2,-9&-5,2&2,-5
Cc1cccc2c(=O)cc(C)n(CC(N)=O)c12,0,0,6,2,3,3,1,3,6
CCOc1ccc(/C=N/NC(=O)c2nnn(-c3nonc3N)c2CN2CCC(C)CC2)cc1,0,-3,3,3,-2,-3,-5,0,0
Cc1ccc(Cl)cc1NC1=NC(=S)N(C(C)C)C12CCCCC2,1,1,1,21,-2,-5,4,-4,0
Cc1nc(SCC(=O)Nc2c(C)nn(C)c2C)c2cnn(-c3ccccc3)c2n1,-1,0,7,8,9,4,7,-3,-6
COc1cc(C(=O)Nc2nccs2)c(Br)c(OC)c1OC,-5,0,6,2,-5,-2,11,-5,5
COc1cc2[nH]c(C(=O)N3CCN(C)CC3)cc2c(OC)c1OC,-3,3,7,0,1,-6,19,9,2
CCc1ccccc1NC(=O)CN1C(=O)c2ccccc2S1(=O)=O,-6,-1,1,0,0,-10,0,-1,-9
CC(C)(CO)CNC(=O)CCc1nnc(-c2ccc(-c3ccccc3)cc2)o1,-3,-5,5,4,1,1,36,4,1
O=C1NCCCC1C(=O)N/N=C/c1ccccc1 (stereo unspecified),2,0,6,0,9,7,4,-5,4
C=CCn1c(SCC(=O)N2CCOCC2)nc(O)c(Cc2ccccc2)c1=O,-4,1,23,1,2,6,2,3,2

# Reprinted at random: 2 compounds from above, in no set order.
SMILES,PAD4 FP inh,LYPLA1 inh,PAFAH1B3 FP inh,PAFAH1B2 FP inh,LYPLA2 inh,pPAFAH inh,PREPL inh,GSTO1 inh,PAFAH2 inh
O=C(COC(=O)CNC(=O)c1ccc(-c2ccccc2)cc1)NCc1ccco1,1,-5,-5,1,-6,17,-5,6,4
COC(=O)N/C(C)=C1/NC(=O)c2ccccc2C(c2ccccc2)N1 (stereo unspecified),-2,5,6,1,8,4,8,-6,2

# Other results
SMILES,PAD4 FP inh,LYPLA1 inh,PAFAH1B3 FP inh,PAFAH1B2 FP inh,LYPLA2 inh,pPAFAH inh,PREPL inh,GSTO1 inh,PAFAH2 inh
CCOC(=O)C1=C(C)NC(=O)NC1c1cccnc1 (stereo unspecified),-1,1,10,-1,1,0,7,-6,-3
Cc1no[n+]([O-])c1COc1ccc(/C=C2\NC(=S)NC2=O)cc1,-5,-7,-1,-7,-14,3,-24,-80,-3
CCCn1cc(SCC(=O)NCc2ccc3c(c2)OCO3)c2ccccc21,2,-1,5,0,0,7,9,-9,1
Cc1ccc(N2CC(C(=O)Nc3nnc(C)s3)CC2=O)cc1 (stereo unspecified),5,1,5,2,6,3,17,10,-1
CNc1snc(C)c1C(=O)OCC(=O)N(C)Cc1ccccc1,-2,0,5,4,4,1,10,x,5
C=CCn1c(Cc2cccc3ccccc23)n[nH]c1=S,5,0,10,7,8,1,4,-2,-8

# Assay outcomes from PubChem BioAssay.
